Screening results deposited in PubChem BioAssay by several laboratories.
FLuc inhib CS = Photinus pyralis luciferase inhibition counter-screen | P08659 | ATPLite firefly luciferase biochemical luminescence, 10 min | inhibition, % at 10 µM | 200,000 tested, 1.5% active;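 active = inhibition above about 50% when tested at 10 µM, limit read from the data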
Target sequence (P08659 whole entry, looked up): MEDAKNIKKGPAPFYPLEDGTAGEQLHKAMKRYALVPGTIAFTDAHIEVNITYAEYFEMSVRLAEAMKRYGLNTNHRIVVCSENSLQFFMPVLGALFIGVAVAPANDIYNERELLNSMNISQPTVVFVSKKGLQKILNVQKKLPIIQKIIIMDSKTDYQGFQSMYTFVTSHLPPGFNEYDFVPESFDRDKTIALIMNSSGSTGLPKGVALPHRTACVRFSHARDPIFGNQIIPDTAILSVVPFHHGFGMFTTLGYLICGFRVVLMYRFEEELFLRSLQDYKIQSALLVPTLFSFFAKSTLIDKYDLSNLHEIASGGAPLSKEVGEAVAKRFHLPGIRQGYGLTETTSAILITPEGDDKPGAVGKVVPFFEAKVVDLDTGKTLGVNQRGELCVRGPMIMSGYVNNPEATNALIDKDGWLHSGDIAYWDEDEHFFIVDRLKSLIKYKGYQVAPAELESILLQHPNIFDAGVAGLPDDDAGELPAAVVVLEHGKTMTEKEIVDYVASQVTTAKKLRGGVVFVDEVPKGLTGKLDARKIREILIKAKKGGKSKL
bIAP activator = intestinal alkaline phosphatase (bovine) activation; AID 1016; 200,000 tested, 0.17% active; purified bovine IAP, CDP-star luminescence, 30 min; active compounds read high; fold of DMSO-control signal, blank-subtracted; activation factor at 20 µM;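 active = activation factor of 2 or more at 20 µM, a signal rise over negative controls twice the positive control's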
TNAP inh noacc = blocks human TNAP activity with no phosphate acceptor present. P05186. purified TNAP, CDP-star luminescence, 30 min. inhibition, % at 20 µM. 200,000 tested, 0.26% active. AID 1012;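 active = tissue-nonspecific alkaline phosphatase inhibition above about 50% at 20 µM in the single-dose screen, limit read from the data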;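 also: 0% = DMSO negative control and 100% = EDTA positive control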
Target sequence (P05186 whole entry, looked up): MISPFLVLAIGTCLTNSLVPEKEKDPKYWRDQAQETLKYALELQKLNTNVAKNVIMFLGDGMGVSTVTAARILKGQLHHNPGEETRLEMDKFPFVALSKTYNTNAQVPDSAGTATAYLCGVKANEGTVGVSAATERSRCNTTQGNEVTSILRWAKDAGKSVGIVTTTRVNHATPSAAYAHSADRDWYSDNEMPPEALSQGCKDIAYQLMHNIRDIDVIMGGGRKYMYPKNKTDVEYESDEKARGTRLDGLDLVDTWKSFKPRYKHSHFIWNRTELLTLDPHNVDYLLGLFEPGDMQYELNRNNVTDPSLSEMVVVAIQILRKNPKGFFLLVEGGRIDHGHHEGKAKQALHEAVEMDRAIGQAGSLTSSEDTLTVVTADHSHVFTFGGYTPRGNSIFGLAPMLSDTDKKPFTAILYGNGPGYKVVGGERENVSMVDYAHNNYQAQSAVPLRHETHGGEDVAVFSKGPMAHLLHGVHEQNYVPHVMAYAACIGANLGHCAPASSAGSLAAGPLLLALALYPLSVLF
TNAP inh hiacc = TNAP (human) inhibition, high acceptor | P05186 | purified TNAP, CDP-star luminescence, 1 M DEA | 200,000 tested, 0.03% active | AID 1135 | inhibition, % at 20 µM;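 active = over 50% inhibition of tissue-nonspecific alkaline phosphatase at 20 µM in the single-dose screen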;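 also: plate controls were DMSO wells for no effect and EDTA-quenched wells as full inhibition for full effect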
bIAP inhibitor = blocks bovine intestinal alkaline phosphatase activity; inhibition, % at 20 µM; purified bovine IAP, CDP-star luminescence, 30 min; 190,000 tested, under 10 active;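 active = over 50% inhibition of intestinal alkaline phosphatase at 20 µM in the single-dose screen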
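Assay system: bovine IAP enzyme; medium: DEA buffer 100 mM, pH 9.8, with MgCl2 1.0 mM, ZnCl2 0.02 mM; doses: 20 µM single dose; incubation: enzyme reaction for 30 min at room temperature; detection: CDP-star luminescence signal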
RAM network inh = inhibitors of the yeast RAM network | inhibition, % at 50 µM | S. cerevisiae dse1pr::URA3 reporter, 5-FOA growth OD615, 2 d; analog-sensitive cbk1-as2 kinase mutant strain | 190,000 tested, 1.8% active;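 active = inhibition above a set limit, 3 SD over mean compound inhibition, cut at about 8.4% in these data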;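 also: 0% = DMSO-only wells with no growth and 100% = 10 µM 1-NA-PP1 full growth; inhibition rescues growth on 5-FOA so higher OD means more RAM inhibition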
Lmaj promast = reduces viability of Leishmania major promastigotes. resazurin fluorescence viability. inhibition, % at 10 µM. 200,000 tested, 9% active. AID 1063; in the data active = inhibition above about 50%;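 also: promastigotes grown with compound for 44 hours at 28 °C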
APP transl inh = APP translation inhibition; 190,000 tested, 0.82% active; SH-SY5Y APP 5'UTR-luciferase reporter, luminescence; inhibition, % at 2 µM; AID 1285;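 active = inhibition above a set limit, derived from the sample mean plus 3 SD, cut at about 45% in these data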; also: values of inactives mirror those of a sister screen read the other way
TNAP act hi DEA = activators of human TNAP at high phosphate acceptor concentration. P05186. purified TNAP, CDP-star luminescence, 1 M DEA, 30 min; active compounds read high; 0 = EDTA background, 1 = DMSO-only activity. activation factor at 20 µM. 200,000 tested, under 10 active. AID 1136;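 active = activation factor at least 2 at 20 µM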
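Control set: EDTA negative control, DMSO positive control / Assay system: human TNAP / Quantity: TNAP 1/800 final / Evaluation: TNAP activation factor scaled between EDTA and DMSO control wells / Measured by: luminescent substrate turnover signal / Compound dosing: one dose, 20 µM / Times: 30 min enzyme reaction at room temperature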
FLuc stim CS = affects firefly luciferase, flagging false hits in luciferase stimulation screens; P08659; ATPlite luciferase biochemical, luminescence, 10 min; 0 = ATP-free wells, 1 = DMSO control; activation factor at 10 µM; 200,000 tested, under 10 active;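 active = luciferase activation factor, scaled between plate controls, of at least 2 with compound at 10 µM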
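Assay system – cell-free luciferase reagent · Medium – PBS-based ATP solution · Dosing – test compounds dosed from 2 mM stocks in 100% DMSO · Timing – 10 min, room temperature · Technique – light output (luminescence) · Measure – luminescence gain marking luciferase activators · Controls – No-ATP low control, compound-free enzyme-plus-ATP high control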
The depositor's hits bear a star; . = not tested or not shown.

Start of the data: the first 2 records, to show the layout:
#	mol	FLuc inhib CS	bIAP activator	TNAP inh noacc	TNAP inh hiacc	bIAP inhibitor
1	Cc1ccc(-n2[nH]c(C)c(/C=N/Nc3ccc([N+](=O)[O-])cc3[N+](=O)[O-])c2=O)cc1	21	1	35	51*	4
2	Cc1nc2sc3c(c2c(=O)o1)CC(C)(C)OC3	-5	0.9	-7	0	6

#	RAM network inh	Lmaj promast	APP transl inh	TNAP act hi DEA	FLuc stim CS
1	2.5	-18	7	0.5	0.8
2	1.1	2	11	1	1

Main list, from the first entry:
#	mol	FLuc inhib CS	bIAP activator	TNAP inh noacc	TNAP inh hiacc	bIAP inhibitor
1	Cc1ccc(-n2[nH]c(C)c(/C=N/Nc3ccc([N+](=O)[O-])cc3[N+](=O)[O-])c2=O)cc1	21	1	35	51*	4
2	Cc1nc2sc3c(c2c(=O)o1)CC(C)(C)OC3	-5	0.9	-7	0	6
3	O=C(CCS(=O)(=O)c1ccc(Cl)cc1)N1CCN(S(=O)(=O)c2cccs2)CC1	-6	1.1	-11	0	-8
4	COC(=O)C(C)n1cnc2c(nnn2-c2ccc(OC)cc2)c1=O (stereo not given)	-5	0.9	-13	-8	7
5	CC1CC(C)CN(CCOc2ccccc2-c2ccccc2)C1 (stereo not given)	-2	0.4	-4	-3	.
6	CCOC(=O)C1=C(CN2CCCCCC2)NC(=O)NC1c1ccc2c(c1)OCO2 (stereo not given)	-4	0.8	-8	2	18
7	CSc1nnc(C)c(=O)n1COC(=O)c1cc(Cl)ccc1[N+](=O)[O-]	-1	1.1	4	0	-5
8	CCCCN(CCCC)C(=O)CN(C)S(=O)(=O)c1ccc2c(c1)n(C)c(=O)c(=O)n2C	-5	0.9	-3	1	15
9	Cc1ccnc(NS(=O)(=O)c2ccc(N3C(=O)c4ccccc4C3=O)cc2)n1	-6	0.9	-12	-1	8
10	Cc1cccc(C)c1OCC(O)CNC(C)(C)C (stereo not given)	-7	1.1	-5	0	-7

#	RAM network inh	Lmaj promast	APP transl inh	TNAP act hi DEA	FLuc stim CS
1	2.5	-18	7	0.5	0.8
2	1.1	2	11	1	1
3	2.4	3	0	1	1.1
4	1.0	-6	7	1.1	1
5	0.9	32	8	1	1
6	0.8	6	32	1	1
7	0.2	-5	-2	1	1
8	-0.2	-3	13	1	1.1
9	-0.8	-7	2	1	1.1
10	0.3	0	3	1	1.1

The listing continues:
#	mol	FLuc inhib CS	bIAP activator	TNAP inh noacc	TNAP inh hiacc	bIAP inhibitor
11	CC(=O)c1ccc(N2CCN(C(=O)CCN3C(=S)NC(C)(C)CC3C)CC2)cc1 (stereo not given)	-4	0.9	4	3	10
12	CCCn1c(=O)c2ccccc2n2c(SCC(=O)c3ccc(F)cc3)nnc12	-10	0.8	4	-3	21
13	Cc1ncc([N+](=O)[O-])n1Cc1cccc(F)c1	-4	1	-12	-1	0
14	O=C(CSCc1ccc(Cl)cc1)Nc1ccc(S(=O)(=O)N2CCCCCC2)cc1	-3	0.9	-31	-5	7
15	CCNc1nc(NCC)nc(N(C)n2cnnc2)n1	-9	0.9	-17	-5	5
16	CCOC(=O)C1=C(CNCc2ccccc2Cl)NC(=O)NC1c1ccc2c(c1)OCO2 (stereo not given)	-2	0.9	-11	-4	15
17	CC(C)(C)c1ccc(C(=O)NCc2ccccc2)cc1	12	1	-10	-7	4
18	Cc1c(C#N)c(O)n(CCO)c(=O)c1N=Nc1ccc(S(N)(=O)=O)cc1	-4	0.8	23	33	18
19	CCOc1ccc(NC(=O)N2CCC(NC(=O)c3ccco3)CC2)cc1	-3	1	-10	-6	4
20	CCOC(=O)c1ccc(NC(=S)NCc2cccnc2)cc1	-2	1	-4	1	0

#	RAM network inh	Lmaj promast	APP transl inh	TNAP act hi DEA	FLuc stim CS
11	1.2	3	13	1	1
12	.	.	.	1	1.1
13	-0.7	85*	-8	1	1
14	0.1	0	1	1	1
15	2.6	-5	-12	1	1.1
16	3.1	9	4	1	1
17	1.8	-5	-58	1.1	0.9
18	4.5	4	-14	0.7	1
19	0.0	-4	10	1.1	1
20	2.2	5	-12	1	1

(cont.)
#	mol	FLuc inhib CS	bIAP activator	TNAP inh noacc	TNAP inh hiacc	bIAP inhibitor
21	CC(C)(C#N)Nn1cnnc1	-3	0.7	-9	-2	30
22	Cc1cccc(N(C)c2cc(C)nc3nc(C)nn23)c1	0	1	-9	0	-4
23	O=C(C[n+]1cccc(CNC(=O)c2ccc(OC(F)F)cc2)c1)Nc1ccccc1Cl	-8	1	-4	1	3
24	Cc1sc(NC(=O)c2cccnc2)nc1-c1ccccc1	-2	1.1	-13	-4	-5
25	O=C(CN1CCCCCCC1)Nc1ccc(Cl)cc1Cl	-7	0.8	-16	-5	24
26	Cc1cc(/C=C(\C#N)C(=O)O)c(C)n1CC1CCCO1 (stereo not given)	0	1.2	-2	0	-21
27	CCn1c(CCNC(=O)c2ccc(Cl)cc2Cl)n[nH]c1=S	-2	1	1	-3	4
28	Cc1ccc(-c2nc3ncccc3o2)cc1NC(=O)c1cc2ccccc2o1	-4	0.9	-10	-2	10
29	Cc1cc(Br)cnc1NC(=S)Nc1ccc(F)cc1F	-2	0.8	5	-6	24
30	O=C(N/C(=C\c1ccc(Br)cc1)C(=O)N1CCCC1)c1ccccc1F	-4	1	2	-1	0

#	RAM network inh	Lmaj promast	APP transl inh	TNAP act hi DEA	FLuc stim CS
21	-0.1	-6	6	1	1
22	1.1	-5	20	1	1
23	0.1	-8	-11	1	1.1
24	2.6	20	0	1	1
25	1.2	8	-10	1	1.1
26	1.7	-1	-6	1	1
27	2.1	-5	-10	1	1
28	2.1	3	6	1	1
29	1.1	-4	-22	1.1	1
30	0.9	5	-4	1	1

(more compounds)
#	mol	FLuc inhib CS	bIAP activator	TNAP inh noacc	TNAP inh hiacc	bIAP inhibitor
31	Cc1ccc(C(=O)N/C(=C\c2ccc(-c3ccc(Cl)cc3)o2)C(=O)NCCCN(C)C)cc1	-8	1.1	-3	-5	-13
32	Nc1cccc(C(=O)OCC(=O)NC2CCCc3ccccc32)c1 (stereo not given)	-4	1	-8	-2	0
33	Cc1csc2ncc(C(=O)NCc3ccco3)c(=O)n12	-2	1	-3	3	2
34	O=C(Cn1nc(-c2cccc([N+](=O)[O-])c2)c2ccccc2c1=O)Nc1cccnc1	-7	1	-1	-6	1
35	CCOC(=O)c1cc(NC(=O)Nc2cc(C)ccn2)c(C)nc1C	4	1.1	7	9	-15
36	CN1/C(=C/C=C(/C#N)C(N)=O)C(C)(C)c2ccccc21	-7	0.7	15	13	32
37	COc1ccccc1NC(=O)c1oc2ccc(C)cc2c1C	22	0.9	-8	-6	12
38	Cc1onc(-c2ccccc2)c1C(=O)N[C@@H]1C(=O)N2[C@@H]1SC(C)(C)[C@@H]2C(=O)O	-5	1.1	-11	-1	-7
39	CCc1cccc(Nc2c([N+](=O)[O-])cc(C(=O)N3CC(=O)Nc4ccccc43)cc2[N+](=O)[O-])c1	-6	1	-8	7	5
40	O=C(Nc1ccc2nn(-c3ccccc3)nc2c1)c1ccco1	12	0.9	-11	-4	8

#	RAM network inh	Lmaj promast	APP transl inh	TNAP act hi DEA	FLuc stim CS
31	-0.7	101*	2	1.1	1.1
32	2.0	-1	4	1	1
33	-0.2	5	-7	1	1
34	2.0	14	-7	1.1	1.1
35	-1.0	30	-6	0.9	1
36	2.2	1	68*	0.9	1.1
37	-0.8	-4	-2	1.1	0.8
38	-0.1	-1	-8	1	1.1
39	0.2	79*	-7	0.9	1.1
40	3.4	-5	-81	1	0.9

Next part
#	mol	FLuc inhib CS	bIAP activator	TNAP inh noacc	TNAP inh hiacc	bIAP inhibitor
41	CCN1C=C(C(=O)OC)C(c2cccc(C)c2)C(C(=O)OC)=C1	-7	1.3	-37	-6	-30
42	COc1ccc(Cl)cc1C(=O)Nc1ccc(CN2CCCCC2)cc1	-6	1	-3	0	5
43	CC(C)Oc1cccc(C(=O)Nc2ccc(CN3CCOCC3)cc2)c1	7	1	-16	4	1
44	CCCCn1nnnc1SCC(=O)Nc1ccc(C)cc1	-11	0.9	-7	-8	13
45	CC(=O)OCC(=O)c1c[nH]c2ccccc12	6	1.1	-5	2	-8
46	O=C(COC(=O)/C=C/c1nc2ccccc2s1)Nc1cccc(Cl)c1Cl	-2	1.3	-6	-6	-32
47	C=C(C)COc1ccc2c(C)c(C)c(=O)oc2c1OCC(=C)C	-1	0.9	-5	1	14
48	CC(C)NC(=O)c1ccc2c(c1)nnn2C	-5	0.9	-15	-5	6
49	CCC(=O)NC(=Nc1nc2ccccc2s1)NC(=O)CC	12	1	-7	2	-3
50	CC(=O)CSc1ncnc2scc(-c3ccc(F)cc3)c12	-6	0.8	-6	-1	17

#	RAM network inh	Lmaj promast	APP transl inh	TNAP act hi DEA	FLuc stim CS
41	4.8	-3	21	1.1	1.1
42	1.0	98*	-11	1	1.1
43	1.5	79*	-11	1	0.9
44	1.6	-5	2	1.1	1.1
45	0.4	-4	-7	1	0.9
46	4.1	59*	6	1.1	1
47	4.6	0	1	1	1
48	0.6	-9	24	1	1.1
49	0.9	8	-147	1	0.9
50	-0.2	20	-26	1	1.1

Next entries follow.
#	mol	FLuc inhib CS	bIAP activator	TNAP inh noacc	TNAP inh hiacc	bIAP inhibitor
51	COc1ccc(-c2ccc(-c3nnc(Cc4ccc(OC)c(OC)c4)o3)cc2)cc1	-4	1	-13	-6	4
52	O=C1C2CC=CCC2C(=O)N1c1ccc(NCCc2ccccc2)c([N+](=O)[O-])c1 (stereo not given)	-7	1	0	12	-3
53	CCOC(=O)c1ccc(N(CC(=O)NC2CCCC2)C(=O)CNC(=O)c2ccco2)cc1	-10	1.2	-12	-2	-16
54	O=C(NCC(=O)N(CC1CCCO1)C(C(=O)NC1CCCC1)c1ccc(F)cc1)c1ccco1 (stereo not given)	-4	1	-10	-6	-1
55	O=C(CSc1n[nH]c(-c2ccccc2Br)n1)NCCN1C(=O)CSC1=O	-4	0.9	84*	4	13
56	O=C(OCC1OC2OC3(CCCCC3)OC2C2OC3(CCCCC3)OC12)c1ccccc1 (stereo not given)	-7	1.1	-4	-1	-11
57	CCCn1nnc2sc3c(c2c1=O)CCC(C)C3 (stereo not given)	7	0.8	-5	2	19
58	COc1ccc(C(O)c2nc3ccccc3n2C)cc1OC (stereo not given)	-4	1.1	-8	-5	-6
59	CCOC(=O)C1CCN(S(=O)(=O)c2ccc(C)cc2)CC1	-4	0.9	-18	-2	12

#	RAM network inh	Lmaj promast	APP transl inh	TNAP act hi DEA	FLuc stim CS
51	5.1	4	6	1.1	1
52	2.6	5	-17	0.9	1.1
53	0.7	-5	10	1	1.1
54	2.1	-4	-22	1.1	1
55	1.0	-5	-3	1	1
56	5.1	-1	0	1	1.1
57	0.4	-10	-6	1	0.9
58	0.8	-4	4	1.1	1
59	1.2	2	-12	1	1
